# Efa HMGR inh = blocks class II HMG-CoA reductase of Enterococcus faecalis; AID 1066; purified E. faecalis HMGR, NADPH absorbance 340 nm kinetic; inhibition, % at 10 µM; 190,000 tested, 0.41% active;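 active means inhibition above a set limit, the median over all tested compounds plus 3 SD, cut at about 9.5% in these data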;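 further: enzyme runs in reverse so mevalonate oxidation gives rising NADPH absorbance; 0% = complete reaction with DMSO and 100% = background rate lacking mevalonate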
# DTT redox prof = compounds producing H2O2 with reducing agent – biochemical, NIH compound library profiling, artefact control for MLSCN library redox annotation, primary screen | activation, % at 10 µM | 200,000 tested, 0.03% active | DTT-dependent redox cycling H2O2, phenol red/HRP absorbance; 100% = 100 µM peroxide control, 0% = buffer;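 active means activation of at least 50% relative to the plate's high and low controls in the primary single-dose screen; inactive means activation below 50%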;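 further: compound incubated with DTT at 0.8 mM final as the reducing agent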
# TNAP inh noacc = inhibitors of human TNAP without phosphate acceptor; P05186; purified TNAP, CDP-star luminescence, 30 min; inhibition, % at 20 µM; 200,000 tested, 0.26% active; AID 1012;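 active means tissue-nonspecific alkaline phosphatase inhibition above about 50% at 20 µM in the single-dose screen, limit read from the data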;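 further: 0% = DMSO negative control and 100% = EDTA positive control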
# Target sequence (P05186 whole entry, looked up): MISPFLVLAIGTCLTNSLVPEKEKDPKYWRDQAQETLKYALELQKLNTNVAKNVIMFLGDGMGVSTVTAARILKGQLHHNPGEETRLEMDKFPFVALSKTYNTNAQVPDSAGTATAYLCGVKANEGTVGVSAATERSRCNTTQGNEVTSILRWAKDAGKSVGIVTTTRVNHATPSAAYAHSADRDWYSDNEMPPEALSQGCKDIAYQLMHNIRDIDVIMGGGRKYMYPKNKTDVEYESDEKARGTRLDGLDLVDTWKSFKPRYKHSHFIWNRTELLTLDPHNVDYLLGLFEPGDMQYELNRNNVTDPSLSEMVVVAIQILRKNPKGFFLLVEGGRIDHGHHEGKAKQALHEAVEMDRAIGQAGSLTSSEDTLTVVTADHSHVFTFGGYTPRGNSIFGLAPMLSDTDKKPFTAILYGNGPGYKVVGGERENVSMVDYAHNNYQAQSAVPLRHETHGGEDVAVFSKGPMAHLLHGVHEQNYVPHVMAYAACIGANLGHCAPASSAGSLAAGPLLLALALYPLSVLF
# PMI act hi M6P = activators of human phosphomannose isomerase at near-saturating mannose 6-phosphate; coupled PMI enzyme assay, resazurin fluorescence, 20 min; stronger effect = higher value; 1 = untreated enzyme, 0 = substrate-free blank; activation factor at 20 µM; 190,000 tested, 0.34% active;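 active means activation factor of 2 or more at 20 µM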
# Target sequence (P34949 whole entry, looked up): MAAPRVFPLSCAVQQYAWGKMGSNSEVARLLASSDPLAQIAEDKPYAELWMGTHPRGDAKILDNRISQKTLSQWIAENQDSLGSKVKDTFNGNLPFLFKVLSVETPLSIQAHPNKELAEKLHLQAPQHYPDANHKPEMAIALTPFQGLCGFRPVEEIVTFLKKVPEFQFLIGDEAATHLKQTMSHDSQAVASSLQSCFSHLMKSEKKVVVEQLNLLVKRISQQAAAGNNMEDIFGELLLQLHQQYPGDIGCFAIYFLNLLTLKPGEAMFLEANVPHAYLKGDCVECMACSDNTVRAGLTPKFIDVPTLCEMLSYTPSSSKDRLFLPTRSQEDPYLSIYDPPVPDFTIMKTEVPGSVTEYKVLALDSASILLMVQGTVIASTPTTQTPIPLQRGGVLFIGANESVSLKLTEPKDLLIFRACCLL
#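 Material: human phosphomannose isomerase with PGI, G6PDH, diaphorase coupling enzymes; amount: PMI at 15 ng/mL final; also added: Mannose-6-phosphate 1.0 mM (near-saturating) plus 0.22 mM NADP+; incubation: enzyme reaction with compound 20 min at room temperature; signal: resorufin fluorescence (Ex 544/Em 590 nm) from resazurin via diaphorase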
# PMI act = activators of human phosphomannose isomerase; P34949; purified human PMI, coupled resazurin fluorescence, 20 min; stronger effect = higher value; 1 = vehicle control, 0 substrate-free wells; activation factor at 20 µM; 190,000 tested, 0.005% active;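 active means activation factor of 2 or more at 20 µM, relative to plate controls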
# Hsp70 activator = switches on Hsp70 transcription; HeLa Hsp70 promoter luciferase reporter, luminescence; scaled: vehicle 0, proteasome-inhibitor control 100%; 200,000 tested, 0.04% active; activation, % at 10 µM;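 active means activation above the mean across all tested compounds plus 3 SD, cutoff set per campaign, cut at about 5.5% in these data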;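 further: 100% = MG132 at 30 µM as the positive control and 0% = DMSO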
# RAM network inh = blocks the yeast RAM network; inhibition, % at 50 µM; AID 868; 190,000 tested, 1.8% active; S. cerevisiae dse1pr::URA3 reporter, 5-FOA growth OD615, 2 d; analog-sensitive cbk1-as2 kinase mutant strain;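 active means inhibition above a set limit, 3 SD over mean compound inhibition, cut at about 8.4% in these data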;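 further: 0% = DMSO-only wells with no growth and 100% = 10 µM 1-NA-PP1 full growth; inhibition rescues growth on 5-FOA so higher OD means more RAM inhibition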
# Lmaj promast = Leishmania major promastigote growth inhibition; Leishmania major promastigotes, resazurin fluorescence viability; inhibition, % at 10 µM; 200,000 tested, 9% active; AID 1063; in the data active means inhibition above about 50%;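 further: promastigotes grown with compound for 44 hours at 28 °C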
# S1P3 antag = blocks the human S1P3 receptor; Q99500; CHO S1P3 NFAT-BLA reporter, FRET fluorescence, antagonist mode; inhibition, % at 4.98 µM; 170,000 tested, 0.27% active;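 active means inhibition above the plate cutoff, the mean inhibition of test wells on that plate plus 3 SD, cut at about 28% in these data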;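 further: cells challenged with S1P at its EC80 of 0.8 µM; blue over green emission ratio from cleaved BLA substrate after 4 h stimulation; 0% = S1P-stimulated wells and 100% = unstimulated DMSO-only wells; some compounds past the cut are filed as inactive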
# TNAP inh hi DEA = inhibitors of human TNAP at high phosphate acceptor concentration; P05186; purified TNAP, CDP-star luminescence, 1 M DEA; inhibition, % at 20 µM; 200,000 tested, 0.03% active;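 active means over 50% inhibition of tissue-nonspecific alkaline phosphatase at 20 µM in the single-dose screen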;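 further: plate controls were DMSO wells for no effect and EDTA-quenched wells as full inhibition for full effect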
# * hit, by the source's call; nt = not tested or not shown.
SMILES,Efa HMGR inh,DTT redox prof,TNAP inh noacc,PMI act hi M6P,PMI act,Hsp70 activator,RAM network inh,Lmaj promast,S1P3 antag,TNAP inh hi DEA
COc1cc(N2CCOCC2)ccc1/C=C1\C(=O)NC(=O)N(C2CCCCC2)C1=O,-6,-0.5,9,0.8,0.9,-0.3,1.1,-4,-18,-4
CN1CCN(CCC(=O)OC2CC3CCC(C2)N3C)CC1 (centres undefined),-4,1.0,-7,1.3,1.3,-0.1,0.9,2,nt,3
Cc1cc(C)n(CCOC(=O)C2C(C=C(Cl)Cl)C2(C)C)n1 (centres undefined),-5,-0.9,-4,0.9,0.9,-0.1,0.0,-1,4,1
CC12CN3CCN(C1)CC(C)(C3)C2=NO,1,1.0,-11,0.9,0.9,-0.5,2.5,-6,nt,-2
CSc1ccc(C(=O)C2CCCN(Cc3cccnc3)C2)cc1 (centres undefined),-1,-3.1,-10,1,1,-0.1,2.2,85*,-11,-12
CCOC(=O)C1(CCc2ccccc2)CCN(Cc2cccc3cnccc23)CC1,-9,12,-6,0.8,0.8,-0.3,1.0,82*,-6,-5
CN(C)CP(=O)(O)CN(C)C=O,-2,0.6,-7,1,1,0.1,0.8,-2,-4,-1
COc1ccc(CC2c3cc(OC)c(OC)cc3CCN2C)cc1O (centres undefined),1,0.5,-6,0.9,1,-0.2,-0.8,-2,-23,-5
CCCCCn1c(=O)c(C(=O)Nc2ccccc2S(N)(=O)=O)c(O)c2ccccc21,-1,-0.3,-9,nt,nt,-0.2,2.0,96*,5,-5
CCCCCn1c(N)c(C(=O)NCCN2CCOCC2)c2nc3ccccc3nc21,-2,-0.7,-17,0.5,0.7,0.3,0.0,21,-15,-7
O=C(C1c2ccccc2C(=O)N2CCc3ccccc3C12)N1CCC2(CC1)OCCO2 (centres undefined),-4,1.4,-12,1,0.9,0.2,-0.2,-9,5,-1
Cc1cc(C(=O)CS(=O)c2ccc(F)cc2)cc(C)c1OC(=O)N(C)C (centres undefined),-1,-1.0,-6,1.1,1,0.5,0.2,-3,-19,2
Cc1cc(/C=C2\C(=O)NC(=O)N(Cc3ccccc3)C2=O)c(C)n1-c1ccc(Cl)c(C(=O)O)c1,-2,-0.3,8,1.3,1.3,-0.1,3.5,-2,-13,2
Cc1ccc(P(=S)(c2ccc(C)o2)N2CCOCC2)o1,1,0.5,-3,0.9,0.9,0.2,0.8,6,7,-3
O=c1c2ccccc2[se]n1-c1ccccc1,1,-0.8,-6,nt,nt,-0.4,3.7,-4,-4,1
COc1cc(/C=C2\C(=O)NC(=O)N(c3ccccc3)C2=O)cc(OC)c1OC,-6,0.4,-12,1.1,1,-0.2,0.3,-3,nt,-7
Cc1cc(OCc2cc(C(=O)O)oc2C)c2c3c(c(=O)oc2c1)CCCC3,-2,0.0,-12,1,1,-0.2,6.5,-4,nt,-5
Cc1ccc(-n2c(O)c(C=Nc3ccc(Br)cn3)c(=O)[nH]c2=O)cc1,-2,-0.2,-53,1.1,1.2,0.1,5.4,-5,-8,-2
O=c1[nH]c(=O)n(C2CCCCCC2)c(O)c1C=NC1CCN(Cc2ccccc2)CC1,-6,3.5,-3,1,1,-0.3,0.2,89*,-2,-6
O=C(Nc1cccc2ccccc12)N1CCC2(CC1)OCCO2,-7,0.5,0,0.6,0.9,0.0,1.9,1,-13,-1
Cc1cc(NC(=O)COC(=O)c2c(C)nn(Cc3ccccc3)c2C)no1,2,0.3,-8,0.9,0.9,-0.1,1.9,-3,nt,3
CC12CN3CC(C)(CN(C1)C3c1cccs1)C2 (centres undefined),nt,1.3,-3,1,1.1,-0.1,0.9,-1,-9,-5
O=C(Nc1ccc(C(F)(F)F)cc1)c1cccn(Cc2ccc3c(c2)OC(F)(F)O3)c1=O,-1,2.5,-3,0.8,0.8,-0.3,10*,-4,nt,-2
O=C(Cn1c(=O)n(CC2CS2)c2ccccc21)N1CCCCCC1 (centres undefined),-5,0.5,-13,1,1,-0.3,2.2,-3,2,-8
Nc1c(C(=O)OCC2CCCO2)c2nc3ccccc3nc2n1Cc1cccs1 (centres undefined),-7,-1.8,-15,0.5,0.8,-0.2,2.6,95*,1,-5
Cn1c(O)c(C(=N)COc2ccccc2)c(=O)n(C)c1=O,-1,1.8,-6,1,1,0.1,3.7,-1,nt,0
O=S1(=O)CC2(N3CCOCC3)CCCCCCC21 (centres undefined),-6,1.2,-10,1,1,-0.1,1.5,3,nt,-4
CC1(c2ccccc2)NCCN2C(=O)CSC21 (centres undefined),-3,0.3,-16,1,0.9,0.5,0.9,2,nt,-5
CC(=NCCCO)c1c(O)n(Cc2ccccc2)c(=O)[nH]c1=O,-3,1.9,-10,1.1,1,-0.6,1.8,1,15,-2
Cc1nc2cc(C(=O)N3CCC4(CC3)OCCO4)ccc2n1-c1ccc(Br)cc1,5,-1.3,-6,0.9,0.9,-0.4,3.9,4,-7,-1
CC1(C)CC(=O)C(C=NCCN2CCN(C(=O)Cc3ccccc3)CC2)=C(O)C1,0,2.1,-8,1,1,-0.2,0.2,-7,-8,-4
Cc1ccc(NC2=NCCCS2)c(C)c1C,-3,0.1,-8,1,0.9,-0.2,0.4,22,-17,-2
Clc1ccc(CSC(Cn2ccnc2)c2ccc(Cl)cc2Cl)cc1 (centres undefined),11*,2.1,-280,1,1,-0.3,-1.9,99*,6,-10
CC1CCCCN1C(=O)c1ccc(N2CC3CC(C2)c2cccc(=O)n2C3)c([N+](=O)[O-])c1 (centres undefined),1,0.4,1,1.1,1,-0.2,1.9,65*,-13,2
Cc1ccc(-c2ccc(=O)n(CCC(=O)N3CCC4(CC3)OCCO4)n2)cc1,1,-0.6,-7,1,1.1,0.0,-1.1,-2,8,0
Cc1cc([N+](=O)[O-])c(Cl)cc1NC(=O)C(C)C,1,0.1,-11,1,1,-0.2,1.2,58*,1,-4
CC(N)C(=O)c1ccco1 (centres undefined),-1,1.8,4,1,1,-0.2,1.2,-11,-34,-6
Nc1c(C(=O)NCc2ccco2)c2nc3ccccc3nc2n1Cc1ccc(F)cc1,-5,-1.7,-14,1,0.9,-0.1,5.4,59*,nt,-1
O=C(c1cccc(N2CCCC2=O)c1)N1CCC2(CC1)OCCO2,-3,0.5,-3,1,0.9,-0.3,1.6,-2,-19,-1
Cc1ccc(C2=CCNCC2)cc1,-1,-0.8,-12,1,1.1,0.0,-0.2,-12,-8,-6
CC12CNCC(C)(CNC1)C2O (centres undefined),-2,-0.6,-3,0.9,1.1,-0.4,0.3,-4,-15,-9
O=C(C[n+]1ccn(CCCNP2(=O)C=C(c3ccccc3)OC(c3ccccc3)=C2)c1)c1ccccc1,-4,-4.0,-1,1.1,1.1,0.1,2.2,-11,-23,2
O=C1C(=O)c2ccccc2-c2ccccc21,2,284*,-2,1,0.7,-0.4,0.0,100*,nt,8
CC1=NN(Cc2c[nH]c3ccccc23)C(C)(C)C1,0,-0.3,-7,1,1.1,1.2,0.9,5,-8,2
Cc1cc(C(=O)N2CCC3(CC2)OCCO3)cs1,-1,-0.2,-2,0.9,1,-0.3,-0.7,-2,-13,-2
C(#CCN1CCOCC1)COCC#Cc1ccccc1,0,1.0,-4,1,1,-0.4,-0.1,-1,-45,-7
CC(=O)c1c(C)n(C2CCCCC2)c2ccc(O)cc12,2,0.6,-5,0.8,0.9,-0.6,1.3,8,16,-1
CCOC(=O)C1=C(N)OC2=C(C(=O)CCC2)C12C(=O)Nc1ccccc12 (centres undefined),0,-1.1,-12,1,1,0.1,3.2,2,1,-2
CCN(CC)C(=O)c1ccc(NC(=O)CSc2nnnn2-c2cc(OC)ccc2OC)cc1,-2,1.2,-9,1,1,-0.5,2.9,-2,-7,-2
CCCCn1c(O)c(C=NCCCN(CC)CC)c(=O)[nH]c1=O,-7,1.7,-8,1.1,1.1,-0.2,2.1,1,-29,-6
COc1ccc(C)cc1NC(=O)c1c(C)nn(Cc2ccccc2)c1Cl,-10,0.5,3,0.9,0.8,-0.2,13*,-7,13,0
Cc1cc(C)c2c(c1)-c1cc(C)nn1C(c1cccnc1)N2 (centres undefined),4,0.1,-8,1,1,-0.4,-0.6,7,9,-4
C#CC(CC)(CC)NC(=O)Nc1ccc(OCC)cc1,1,-0.6,-7,0.8,0.9,0.0,0.4,-10,-9,-7
COc1ccccc1N1CCN(Cc2c(F)cccc2Cl)CC1,-8,-0.3,-12,1.1,1.1,-0.5,1.2,13,nt,-3
c1ccc2c(CCNC3=NCCC3)c[nH]c2c1,-1,0.1,5,1.1,1.1,-0.3,2.5,0,-29,-5
CN1CSC(=S)N(C)C1,-3,-0.1,-4,0.9,1,-0.3,0.0,25,nt,-3
O=C1CC(C(=O)N2CCC3(CC2)OCCO3)CN1CCc1ccccc1 (centres undefined),2,-0.3,-13,0.8,0.9,-0.3,2.2,-11,-27,-4
CN(C)C(=O)Oc1ccc(Cl)c2ccccc12,-2,2.3,-5,1,1,-0.3,1.4,-2,-25,-4
Cn1c(O)c(N=Nc2ccc(S(=O)(=O)N3CCOCC3)cc2)c(=O)n(C)c1=O,-5,-0.1,11,1.1,1,-0.4,2.3,17,-14,16
CN1C(=O)N(C)C(=O)C(CCc2ccccn2)(CCc2ccccn2)C1=O,-4,3.2,-7,1,1,-0.3,0.5,0,4,-5

# Profiles from above.
# `c1ccc2c(CCNC3=NCCC3)c[nH]c2c1` across the screens: Efa HMGR inh: -1; DTT redox prof: 0.1; TNAP inh noacc: 5; PMI act hi M6P: 1.1; PMI act: 1.1; Hsp70 activator: -0.3; RAM network inh: 2.5; Lmaj promast: 0; S1P3 antag: -29; TNAP inh hi DEA: -5
# `Cn1c(O)c(N=Nc2ccc(S(=O)(=O)N3CCOCC3)cc2)c(=O)n(C)c1=O` across the screens: Efa HMGR inh: -5; DTT redox prof: -0.1; TNAP inh noacc: 11; PMI act hi M6P: 1.1; PMI act: 1; Hsp70 activator: -0.4; RAM network inh: 2.3; Lmaj promast: 17; S1P3 antag: -14; TNAP inh hi DEA: 16

# Going on with the list:
SMILES,Efa HMGR inh,DTT redox prof,TNAP inh noacc,PMI act hi M6P,PMI act,Hsp70 activator,RAM network inh,Lmaj promast,S1P3 antag,TNAP inh hi DEA
Cc1cccc(C)c1NC(=O)CN(C)CC(=O)Nc1ccc(C#N)c(Cl)c1,-8,-4.3,-3,0.9,0.9,-0.4,1.5,0,nt,-2
O=S(=O)(c1ccc(Cl)cc1)N1CC1c1ccccc1 (centres undefined),0,-0.3,-15,1.1,1,-0.2,1.8,46,-9,0
CCC(=Nc1cc(OC)ccc1OC)c1c(O)[nH]c(=O)[nH]c1=O,2,2.1,-4,0.8,0.9,-0.2,1.9,6,nt,-5
O=[N+]([O-])c1cccc(C2N3CCCN23)c1 (centres undefined),3,-0.8,-10,1,0.9,-0.2,1.0,0,-9,-1
CC(NC(=O)Oc1ccccc1)C(c1cccs1)N1CCOCC1 (centres undefined),-3,0.8,-13,1,1,0.5,0.1,10,-20,-3
CC1NCCC2(O)CCCCC12 (centres undefined),-5,-0.2,-4,1.1,1.2,1.4,1.5,3,-15,2
NC(CC(=O)O)C1CCCCC1 (centres undefined),-1,0.6,-10,1,1.1,0.1,1.7,-2,3,-4

# Screening results from PubChem.

# Some of the compounds tested. The share of hits here may be higher or lower than overall.
